# Tn7 DDE FP – disrupts Tn7 cyclic peptide binding to fibrin D-Dimer-E complex | P02675 | 0.13% of 370,000 active | inhibition, % at 8.3 µM | FP displacement of FITC-Tn7 peptide from fibrin DD(E); 0% = median of compound wells per plate;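 active = inhibition above the mean of compounds falling within the control limits plus 3 SD of them, cut at about 14% in these data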;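 note: 0% = plate median of compound wells and 100% = 10 µM Aha-Tn7 peptide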
#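 Test system: human clot-derived fibrin DD(E) complex / Quantity: 2 µM final DD(E) protein / Incubation: 10 min plus 3 h, room temperature / Measured by: fluorescence polarization / Benchmarks: high control of 10 µM Aha-Tn7 peptide / Replicates: singlicate testing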
# ARFGAP1 inh – inhibitors of rat ARFGAP1; Q62848; Arfgap1-stimulated ARF1 GTP hydrolysis, GDP FP detection; inhibition, % at 16.5 µM; 0.26% of 360,000 active; AID 651572;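 active = inhibition above a per-plate limit, mean inhibition of low control wells plus 3 SD, cut at about 25% in these data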;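 note: 0% = DMSO wells with enzyme and 100% = wells lacking Arfgap1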
#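 System: truncated rat Arfgap1 GAP domain / Benchmarks: high control wells lacking Arfgap1, low control full reaction with DMSO / Times: compound-enzyme preincubation 20 min, reaction 120 min, detection 60 min, 25 °C / Repeats: one replicate per compound / Also added: human ARF1(Δ1-17)-GTP substrate / Measured by: Tracer-displacement fluorescence polarization with EDTA stop, 620/688 nm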
# SIAE primary – inhibitors of human sialic acid acetylesterase SIAE; Q9HAT2; SIAE FP-Rh probe binding, fluorescence polarization; inhibition, % at 9.66 µM; 0.69% of 370,000 active; AID 1053197;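 active = inhibition above a cutoff: mean of compounds within the control limits plus 3 SD of those, cut at about 17% in these data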;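 note: 0% = plate median of compound wells and 100% = probe without SIAE protein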
# ADAM10 inh – inhibitors of human ADAM10; recombinant ADAM10, EDANS/DABCYL FRET peptide cleavage, 3 h; inhibition, % at 7 µM; 0.62% of 370,000 active;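 active = inhibition above a per-campaign cutoff equal to the mean of compounds falling between control-based bounds plus 3 SD, cut at about 20% in these data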;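 note: 0% = DMSO wells while the 100% control is not disclosed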
# TDP2 absorb – TDP2 (human) inhibition, absorbance primary screen. recombinant TDP2, T5PNP hydrolysis, p-nitrophenol absorbance 415 nm. O95551. inhibition, % at 12.8 µM. 0.34% of 370,000 active. AID 720702;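 active = inhibition above the mean of all tested compounds plus 3 SD, set per campaign, cut at about 25% in these data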;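 note: 0% = DMSO with enzyme and 100% = buffer with substrate but no TDP2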
#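 Read-out basis: percent inhibition. System: recombinant human TDP2. Buffer or medium: Mg2+-containing Tris-HCl buffer, pH 7.5. Repeats: single replicate. Timing: reaction 2 h, 37 °C. Benchmarks: high control without enzyme, low control DMSO plus TDP2. Probe or stimulus: 5 mM T5PNP. Doses: 12.8 µM only. Measured by: epi absorbance of p-nitrophenol freed from T5PNP by hydrolysis.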
# ASAP1 inh – inhibitors of human ASAP1 ArfGAP activity | inhibition, % at 16.5 µM | 0.19% of 360,000 active | ASAP1-stimulated ARF1 GTP hydrolysis, GDP FP detection | Q9ULH1; in the data active = inhibition above about 25%;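 note: 0% = vehicle with enzyme and substrate and 100% = no enzyme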
# PLC-beta3 inh – blocks human PLC-beta3 enzyme activity; Purified PLC-beta3, fluorogenic substrate, fluorescence; inhibition, % at 12.2 µM; Q01970; 0.18% of 370,000 active; in the data active = inhibition above about 11%;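 note: 0% = median of compound wells on plate and 100% = full blocker control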
# Target sequence (Q01970 whole entry, looked up): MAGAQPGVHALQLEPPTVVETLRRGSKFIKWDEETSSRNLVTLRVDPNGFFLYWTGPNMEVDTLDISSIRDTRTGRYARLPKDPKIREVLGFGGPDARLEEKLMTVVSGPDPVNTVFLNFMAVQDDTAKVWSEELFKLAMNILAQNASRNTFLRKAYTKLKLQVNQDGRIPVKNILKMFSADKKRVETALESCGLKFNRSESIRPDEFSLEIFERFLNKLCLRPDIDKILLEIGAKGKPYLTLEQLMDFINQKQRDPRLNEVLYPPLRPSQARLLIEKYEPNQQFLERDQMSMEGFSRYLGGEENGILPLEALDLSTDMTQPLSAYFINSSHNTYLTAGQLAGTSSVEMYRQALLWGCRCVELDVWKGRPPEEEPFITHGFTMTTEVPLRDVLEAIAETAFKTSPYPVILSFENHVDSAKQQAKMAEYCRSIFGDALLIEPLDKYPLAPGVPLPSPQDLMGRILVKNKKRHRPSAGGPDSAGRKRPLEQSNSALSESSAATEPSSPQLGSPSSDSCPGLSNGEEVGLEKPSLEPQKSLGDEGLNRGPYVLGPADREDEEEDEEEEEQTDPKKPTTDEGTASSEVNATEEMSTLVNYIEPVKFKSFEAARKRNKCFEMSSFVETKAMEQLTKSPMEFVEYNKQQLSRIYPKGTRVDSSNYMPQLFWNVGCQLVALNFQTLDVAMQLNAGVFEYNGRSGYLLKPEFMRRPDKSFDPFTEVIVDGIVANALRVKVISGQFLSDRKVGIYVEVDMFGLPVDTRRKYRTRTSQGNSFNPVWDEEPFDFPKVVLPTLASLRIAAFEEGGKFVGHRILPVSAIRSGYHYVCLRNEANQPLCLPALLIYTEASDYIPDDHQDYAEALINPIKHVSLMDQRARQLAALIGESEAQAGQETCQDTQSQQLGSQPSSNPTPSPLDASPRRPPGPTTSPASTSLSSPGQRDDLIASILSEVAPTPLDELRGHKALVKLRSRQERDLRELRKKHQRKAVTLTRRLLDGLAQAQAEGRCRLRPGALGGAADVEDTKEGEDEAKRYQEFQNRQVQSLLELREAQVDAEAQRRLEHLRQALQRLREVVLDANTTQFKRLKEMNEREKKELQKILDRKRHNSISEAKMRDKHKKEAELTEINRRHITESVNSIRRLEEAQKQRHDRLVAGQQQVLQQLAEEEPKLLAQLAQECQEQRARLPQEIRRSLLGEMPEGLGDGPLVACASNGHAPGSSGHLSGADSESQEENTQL
# ADAM17 inh – inhibitors of human ADAM17. recombinant ADAM17, EDANS/DABCYL FRET peptide cleavage. inhibition, % at 6.95 µM. 0.83% of 370,000 active;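 active = inhibition above the mean of compounds lying between control limits plus 3 SD, set per campaign, cut at about 8.5% in these data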;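 note: 0% = DMSO-only wells as the low control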
# Tn6 DDE FP – DD(E)-Tn6 binding inhibition, primary FP screen. P02675. Fibrin DD(E) TRITC-Tn6 fluorescence polarization displacement. inhibition, % at 8.3 µM. 0.21% of 370,000 active. AID 720509;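 active = inhibition above a per-campaign cutoff: mean of compounds within control limits plus 3 SD, cut at about 15% in these data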;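 note: 0% = median of all compound wells on the plate and 100% = blocking peptide control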
# PLC-gamma1 inh – inhibitors of human phospholipase C gamma1. inhibition, % at 12.2 µM. purified PLC-gamma1, fluorogenic substrate, fluorescence. P19174. 0.84% of 370,000 active; in the data active = inhibition above about 9.5%
# * hit, by the source's call; i = inactive. Outcome played no part in choosing rows; any-hit rate near 3.6%.
mol,Tn7 DDE FP,ARFGAP1 inh,SIAE primary,ADAM10 inh,TDP2 absorb,ASAP1 inh,PLC-beta3 inh,ADAM17 inh,Tn6 DDE FP,PLC-gamma1 inh
O=C(NCc1ccco1)C1CCN(S(=O)(=O)Cc2ccccc2)CC1,0,-9,-3,2,-4,-3,3,3,7,-1
Cc1ccc2c(c1)c1ncnc(N3CCOCC3)c1n2C,-6,2,-6,i,0,0,i,i,-4,i
CCOC(=O)c1sc(NC(=O)CSc2nc(C)cc(-c3ccccc3)n2)c(C#N)c1C,5,3,-1,-4,7,-2,-2,-4,10,0
C=C(C)CNC(=S)Nc1sc2c(c1C(=O)OCC)CC(C)(C)OC2,3,0,-4,3,11,-2,0,0,-7,1
CS(=O)(=O)N1CCN(C(=O)NC2CCCCC2)CC1,5,-5,-4,0,3,-13,1,-4,-9,2
Cc1cccc(NC(=O)/C(C#N)=C/c2ccccc2Cl)n1,5,-13,-2,-23,-7,-2,-14,-19,5,-11
CN(Cc1ccco1)C(=O)CSc1nn2c(=O)c(C(C)(C)C)nnc2s1,1,0,6,-14,6,-2,-8,-1,-2,-4
COc1ccc(-n2nc(C(=O)NCC(=O)NCCCN3CCN(C)CC3)c3ccccc3c2=O)cc1OC,0,8,-12,-1,-2,-1,-18,-1,4,-5
Cc1cccc(CNC(=O)c2sc(=O)n(Cc3ccccc3C)c2C)c1,2,-10,-6,0,0,2,-1,2,4,-1
CC(C)CSc1nnc2c3ccccc3n(C)c2n1,1,-14,-9,14,-25,5,-10,3,-6,-4
Cc1nn(-c2ccccc2)c(C)c1C1C(C#N)=C(N)Oc2n[nH]c(C)c21 (stereo not given),-3,0,0,-6,-6,17,-3,-4,1,1
CC(C)(C)OC(=O)N1Cc2ccccc2C[C@H]1C(=O)O,-5,5,8,-2,6,-4,1,-2,2,-2
FC(F)(F)COc1ccc(-c2nnc(SCc3c(Cl)cccc3Cl)o2)cn1,-6,8,-2,0,-8,1,-3,-1,-5,2
Cc1c2cnn(CC(=O)N3CCOCC3)c(=O)c2c(C)n1Cc1ccc(F)cc1,1,4,-6,-23,-3,3,-4,-7,-8,-4
COc1cc(CCCN2CCNC[C@@H]2Cc2ccc(O)cc2)cc(OC)c1OC,7,0,-1,-7,3,-3,1,-6,-8,3
COc1ccccc1-n1ccn(CC(=O)Nc2ccc(C)cc2Cl)c(=O)c1=O,5,-1,-4,-3,-1,-6,-7,-3,1,-2
CCOC(=O)COc1c(OC)cc(Cl)cc1C1Nc2ccccc2C(=O)N1c1ccccc1 (stereo not given),-6,-3,-10,i,-8,11,-457,-286,2,-412
c1ccc(CCNc2nc3ccccc3n3nnnc23)cc1,1,-4,0,-8,-7,-6,-6,-4,-1,-7
Cc1nc(SCC(=O)c2ccccc2)[nH]c(=O)c1Oc1ccc(Cl)cc1,-10,1,2,-1,6,5,-10,-4,-2,2
CC(C)(C)c1ccc(C(=O)Cn2nc(C(=O)O)c3ccccc3c2=O)cc1,3,2,2,-3,2,7,-4,-4,4,0
O=C(COc1ccccc1[N+](=O)[O-])N/N=C/c1ccc[nH]1,-3,3,14,-52,20,10,-118,-20,0,-81
COc1cccc(CNC(=O)Cn2ncn3cccc3c2=O)c1OC,-2,1,9,-4,-10,7,1,2,2,1
CC(C)CCNC(=O)C1CC(=O)N(CCc2ccccc2)C1 (stereo not given),-7,-7,2,2,-10,0,0,0,-3,0
CC(C)(C)n1nnnc1C(c1ccc(Cl)cc1)N1CCCc2ccccc21 (stereo not given),-1,1,1,0,3,-20,0,0,4,6
O=C1C=CC(=O)N1Cc1cccnc1,-6,-9,-1,-2,0,0,5,2,2,2

# In the list so far, these have an NH in an aromatic ring.
mol,Tn7 DDE FP,ARFGAP1 inh,SIAE primary,ADAM10 inh,TDP2 absorb,ASAP1 inh,PLC-beta3 inh,ADAM17 inh,Tn6 DDE FP,PLC-gamma1 inh
Cc1nn(-c2ccccc2)c(C)c1C1C(C#N)=C(N)Oc2n[nH]c(C)c21 (stereo not given),-3,0,0,-6,-6,17,-3,-4,1,1
Cc1nc(SCC(=O)c2ccccc2)[nH]c(=O)c1Oc1ccc(Cl)cc1,-10,1,2,-1,6,5,-10,-4,-2,2
O=C(COc1ccccc1[N+](=O)[O-])N/N=C/c1ccc[nH]1,-3,3,14,-52,20,10,-118,-20,0,-81

# The main list resumes; the two compounds before the break are reprinted first.
mol,Tn7 DDE FP,ARFGAP1 inh,SIAE primary,ADAM10 inh,TDP2 absorb,ASAP1 inh,PLC-beta3 inh,ADAM17 inh,Tn6 DDE FP,PLC-gamma1 inh
CC(C)(C)n1nnnc1C(c1ccc(Cl)cc1)N1CCCc2ccccc21 (stereo not given),-1,1,1,0,3,-20,0,0,4,6
O=C1C=CC(=O)N1Cc1cccnc1,-6,-9,-1,-2,0,0,5,2,2,2
Cc1ccc2c(c1)c1c(n2CC(O)Cn2ccnc2C)C(=O)CCC1 (stereo not given),3,6,0,-234,-1,-5,-377,-74,3,-346
CCOC(=O)C(NC(=O)OC(C)C)(Nc1nccs1)C(F)(F)F (stereo not given),-8,-2,-4,1,-4,-2,0,-5,-10,0
CS(=O)(=O)N(Cc1ccc(C(=O)NCCSCc2ccco2)cc1)c1ccccc1,6,2,18*,1,6,2,2,-1,4,2
O=C(N/N=C/c1c(Cl)cccc1Cl)c1ccc(F)cc1,-1,8,2,3,3,0,3,0,2,6
Cc1cccc(C(C)Nc2ccc([N+](=O)[O-])cn2)c1 (stereo not given),6,1,1,5,10,-10,5,0,6,1
Cc1cccc(OCCCCNCc2ccccc2)c1,-5,9,4,-13,1,6,4,1,-2,5
COCCN1C(=O)N[C@@H](c2ccccc2)C(C(=O)OC)=C1C,0,4,-3,8,-2,-2,2,-2,9,-2
COc1cccc(C(O)c2nc(-c3cccc(F)c3)cs2)c1 (stereo not given),-1,-2,-6,4,5,10,-3,-1,5,-4
CC(=O)Nc1ccc(CN(C)c2c(C)nc3ccc(C(=O)N4CCN(C(=O)c5ccco5)CC4)cn23)cc1,3,8,13,-5,-2,3,3,-1,2,-1
Cc1c(Nc2ncccc2C(=O)O)cccc1C(F)(F)F,-3,6,-4,15,-26,2,-3,5,8,9
O=S1(=O)N=C(Nc2nc3c(s2)CCCC3)c2ccccc21,-3,10,-4,-4,-3,-9,1,-3,1,3
CCOC(=O)C1=NN(c2ccccc2)C(c2ccccc2)CC1=O (stereo not given),-5,-14,4,2,3,-13,-4,-2,7,-9
COc1cc2c(cc1OC)C(c1ccccc1)N(C(=O)CCl)CC2 (stereo not given),-2,-7,2,-9,-1,8,4,-3,3,-6
Cn1ncc(N=Cc2ccccc2)c1C(=O)Nc1cccc(Cl)c1,2,1,-2,3,1,-8,-4,-2,-3,-2
O=C1NC(c2ccncc2)C(C(=O)c2cccs2)C(O)(C(F)(F)F)N1 (stereo not given),1,-7,3,-6,-3,-6,1,-3,8,-1
CCOC(=O)Cc1csc(SCC(=O)NC2CCCC2)n1,-4,1,-6,-1,23,-4,-6,-6,1,-2
S=C1NC[C@H](CC2CCCCC2)N1CC1CCCCC1,1,-9,5,6,-8,-13,3,1,-4,1
CCOc1ccc(-n2cc(-c3ccccc3)c3c(=S)nc[nH]c32)cc1,-2,-11,2,3,3,-14,-10,-1,1,-2
CC(C)n1cc(CN2CCC(C(=O)Nc3cccc(-c4cccc(Cl)c4)c3)CC2)cn1,3,3,-4,-7,-8,6,-8,-5,-1,-2
COc1ccc(C(C)=O)cc1CN(c1ccccc1OC)S(=O)(=O)c1cccs1,-1,7,2,1,-15,7,-1,0,-4,1
CCCc1nc2sc3c(c2c(=O)n1N)CCC3,-8,5,0,-8,6,-2,1,-2,-9,1
CCOc1ccccc1NC(=O)C1=C(C)NC(=O)NC1c1cccc(OC)c1OC (stereo not given),0,8,-2,3,-4,-1,2,-1,2,-2
COc1ccc(S(=O)(=O)Nc2ccccn2)cc1,-7,-4,1,-9,11,-13,-12,-7,-4,-8
Cc1cc(C)c([N+](=O)[O-])cc1NC(=O)CCSc1ccccc1Cl,7,-4,-7,3,3,-14,5,-2,0,2
Cc1cc(C)nc(SC/C=C/c2ccccc2)n1,-9,-3,2,-7,2,-2,-8,-3,-7,-3
O=C(O)c1ccc(S(=O)(=O)N2CCC(n3nnc4cc(C(F)(F)F)ccc43)CC2)cc1,-2,2,4,8,2,2,-7,1,-2,1
Cc1cc(NC(=O)CSc2nnc(-c3ccccc3)n2Cc2ccco2)no1,-8,5,3,-3,6,0,5,-5,-10,2
CCCCOc1ccc(S(=O)(=O)NCc2csc(C)n2)cc1,4,5,-4,1,-10,0,-2,-3,0,2
Cc1cccc2cc(CN(Cc3cccs3)C(=S)NCc3ccco3)c(=O)[nH]c12,-2,-6,10,9,-5,9,3,7,-8,7
COc1cc2oc(=O)cc(-c3ccc(-c4ccc(O)cc4)cc3)c2c(OC)c1OC,4,-10,-1,3,-6,4,-114,2,5,-69
O=C(CC1CCCCC1)NCc1ccco1,7,-3,-7,2,19,-12,-3,-4,1,0
Cc1ccc(-n2c(C)c(C)c3c(NCCCO)ncnc32)cc1,-2,-5,6,11,-4,-5,7,2,-5,4
CN(CC(=O)Nc1sccc1C#N)Cc1ccccc1,-7,12,-2,-7,3,5,-5,-1,1,-3
Cc1cc(OCc2nc(-c3cccs3)no2)cc(C)c1Cl,-5,8,-11,0,-1,7,-3,1,2,3
CN(C)CC(=O)N1CCc2ccccc2C1,-2,0,-4,-4,-2,5,6,0,3,1
COc1ccc(NC(=S)NC(=O)/C=C/c2ccccc2)cc1,5,-2,-4,3,5,6,-5,2,9,1
CC1(C(=O)NCc2cccs2)Cc2c(-c3ccccc3)ccnc2O1 (stereo not given),-2,-1,0,-6,-4,5,0,1,4,2
Cc1cn([C@H]2C[C@H](O)[C@@H](CCC(=O)NCc3ccc4c(c3)OCO4)O2)c(=O)[nH]c1=O,5,-7,6,6,-5,-13,6,3,-4,6
N#CC1=C(SCC(=O)NC2CCCCC2)NC(=O)CC1c1ccco1 (stereo not given),9,-13,2,-8,-7,5,-7,-5,1,-5
CCc1nn(CC(=O)NCCC2=CCCCC2)c(=O)c2cc3cc(F)ccc3n12,-5,1,-11,-7,15,-8,-7,-2,5,-1
O=C(Oc1nsnc1N1CCOCC1)N(c1ccccc1)c1ccccc1,5,12,-4,11,10,5,-1,2,0,0
